# PLAP activator = activates human placental alkaline phosphatase; P05187; purified PLAP enzyme, luminescent substrate read-out; stronger effect = higher value; activation fold at 20 µM; 1.2% of 96,000 active; in the data active = activation fold above about 2
# Target sequence (P05187 whole entry, looked up): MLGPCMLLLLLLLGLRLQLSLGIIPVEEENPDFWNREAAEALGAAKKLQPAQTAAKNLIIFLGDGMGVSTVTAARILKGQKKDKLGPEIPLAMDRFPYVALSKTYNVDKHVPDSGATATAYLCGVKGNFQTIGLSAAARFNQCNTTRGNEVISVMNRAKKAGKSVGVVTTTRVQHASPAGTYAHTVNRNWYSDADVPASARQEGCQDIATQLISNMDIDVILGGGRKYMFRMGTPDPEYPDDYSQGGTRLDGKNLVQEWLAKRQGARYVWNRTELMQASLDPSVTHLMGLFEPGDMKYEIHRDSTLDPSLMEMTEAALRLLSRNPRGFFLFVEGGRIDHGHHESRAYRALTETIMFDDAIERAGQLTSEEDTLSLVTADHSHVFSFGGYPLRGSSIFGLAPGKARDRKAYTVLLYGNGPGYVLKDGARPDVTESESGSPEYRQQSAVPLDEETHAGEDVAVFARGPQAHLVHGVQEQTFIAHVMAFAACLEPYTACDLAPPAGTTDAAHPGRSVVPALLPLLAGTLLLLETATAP
# CD11b adhes inh = blocks human CD11b/CD18 adhesion to fibrinogen. P05107+P11215. K562 CD11b/CD18 adhesion to fibrinogen, ATPlite luminescence; Mn2+ added to activate the integrin. inhibition, % at 10 µM. 0.54% of 93,000 active;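 active = primary inhibition of 50% or more at 10 µM, then 40% or more on retest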; also: some results filed as inactive read as strong as hits
# MT1-MMP txn act = MT1-MMP promoter transcription activation | HT1080 MT1-MMP promoter luciferase reporter, luminescence, overnight; stronger effect = higher value | activation factor at 10 µM | 0.16% of 86,000 active | AID 750;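 active = activation factor of at least 2 for MT1-MMP transcription at 10 µM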
# ERa SRC1 pot = enhances coactivator binding to human estrogen receptor alpha. TR-FRET ERalpha-LBD/SRC-Cy5 coactivator binding, 2 h; 100 = basal binding, no effect. coactivator binding (% of control), % at 25.6 µM. AID 639. 1.3% of 86,000 active. P03372; in the data active = activity above about 200%;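 also: binding measured in presence of low estradiol as agonist stimulus; 0% = peptide alone without receptor and 100% = receptor with peptide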
# E coli WT exp = growth inhibitors of E. coli BW25113 wild type | AID 710 | 0.15% of 98,000 active | OD600 absorbance | growth inhibition, % at 100 µM;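 active = growth inhibition above about 50% at one test dose, limit read from the data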;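 also: growth measured after 20 h incubation at 37 °C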
# FAK blocker = FAK (human) kinase inhibition; inhibition, %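 (tested at 7 µM)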; biochemical FAK kinase activity assay; 0.84% of 97,000 active; Q05397; in the data active = inhibition above about 19%;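 also: 0% = DMSO and 100% = reference compound high control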
# ERb SRC1 inh = blocks coactivator binding to human estrogen receptor beta; inhibition, % at 25.6 µM; AID 633; Q92731; TR-FRET ER-beta LBD / SRC1-Cy5 peptide binding; receptor agonist-loaded with 1 µM estradiol; 1.3% of 86,000 active;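 active = compounds whose percent inhibition of the receptor-coactivator binding signal exceeds about 50% in the single-dose screen, limit read from the data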;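 also: 0% = receptor plus peptide wells without compound and 100% = peptide-only wells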
# Target sequence (Q92731 whole entry, looked up, the tested form may be a part): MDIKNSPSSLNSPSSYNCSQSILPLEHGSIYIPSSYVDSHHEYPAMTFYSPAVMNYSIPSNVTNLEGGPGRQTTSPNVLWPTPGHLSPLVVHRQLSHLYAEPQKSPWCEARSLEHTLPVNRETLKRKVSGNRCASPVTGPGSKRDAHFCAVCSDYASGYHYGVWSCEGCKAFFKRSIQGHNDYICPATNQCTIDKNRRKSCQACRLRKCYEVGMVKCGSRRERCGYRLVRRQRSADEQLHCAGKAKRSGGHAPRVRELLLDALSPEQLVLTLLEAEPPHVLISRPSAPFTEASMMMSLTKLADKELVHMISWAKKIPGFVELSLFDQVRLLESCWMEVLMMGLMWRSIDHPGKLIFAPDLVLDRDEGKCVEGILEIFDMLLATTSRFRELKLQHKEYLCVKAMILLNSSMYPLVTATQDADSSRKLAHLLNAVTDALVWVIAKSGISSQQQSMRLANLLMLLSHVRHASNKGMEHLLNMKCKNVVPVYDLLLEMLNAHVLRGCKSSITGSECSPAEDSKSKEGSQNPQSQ
# ERa coact inh = blocks coactivator binding to human estrogen receptor alpha. P03372. TR-FRET ER-alpha LBD / SRC-1 peptide, estradiol-bound. inhibition, % at 25.6 µM. 1.7% of 86,000 active; in the data active = inhibition above about 50%;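 also: 0% = receptor plus peptide control and 100% = peptide only without receptor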
# Mac1 fbg enh = increases human CD11b/CD18 adhesion to fibrinogen; P05107+P11215; K562 CD11b/CD18 adhesion to fibrinogen, ATPlite luminescence; activation, % at 10 µM; 0.07% of 93,000 active;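 active = 10 µM primary screen giving 50% or more activity, confirmed by 40% or more on retest at that dose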; also: strong numbers were not always called active; reference of the scale not given here
# The depositor's hits bear a star; / = not tested or not shown; [ ] = another dose, or the depositor's remark.
SMILES,PLAP activator,CD11b adhes inh,MT1-MMP txn act,ERa SRC1 pot,E coli WT exp,FAK blocker,ERb SRC1 inh,ERa coact inh,Mac1 fbg enh
Cc1ccc(NC(=O)N2CCCC2C(=O)NCCc2ccccc2)cc1 (stereo unspecified),0.7,-14,1.1,101,0,0,-8,-7,-1
COc1cccc(N=Cc2c(O)n(-c3cccc(C)n3)c(=O)c3ccccc23)c1,1.5,6,1.1,111[fluorescence artefact?],-19,-3,-8,-8,-1
Cn1c(=O)c2cn(-c3ccc4c(c3)OCCO4)cc2n(C)c1=O,1.1,-4,1.2,189[fluorescence artefact?],1,6,-7[fluorescence artefact?],-2[fluorescence artefact?],0
Cc1ccc(NC2CC(=O)N(Cc3ccccc3)C2=O)cc1 (stereo unspecified),0.8,-3,1.3,102,14,-1,-11,-1,3
COc1ccccc1C1CC(c2c(-c3ccccc3)c3cc(Cl)ccc3[nH]c2=O)=NN1S(C)(=O)=O (stereo unspecified),1.4,/,0.9,114,-14,8,-4,4,/
N#Cc1c(-c2ccccc2)nc(SCc2nc(N)nc(N3CCCCC3)n2)[nH]c1=O,1.3,-22,1.1,95,-2,-2,1,0,4
O=c1c(C=Nc2cccc(C(F)(F)F)c2)c[nH]n1-c1cccc(Cl)n1,1.2,-6,/,/,-6,5,/,/,0
CCOc1ccc(Nc2nc3c(c(=O)[nH]2)CCC3)cc1,1.2,-9,1.1,122,6,-1,-12,-13,-4
Cc1ccc(S(=O)(=O)CC(=O)N2CCCCCC2)cc1,0.8,-33,1.2,121,10,2,-13,-2,-2
Cc1ccc(-c2nnc(CSc3nc(C(C)C)nc4sc(C)c(C)c34)o2)cc1,/,/,1.2,92,/,-1,-8,-13,/
COC(=O)Nc1ccc(S(=O)(=O)N2CCCC(C(=O)Nc3cccnc3)C2)cc1 (stereo unspecified),0.9,2,1,95,2,1,-20,-7,-3
Cc1ccc(/C=N\NC(=O)Cn2nnc3ccccc32)o1,0.9,-47,/,/,5,-2,/,/,-2
CCC(C)C(=O)Nc1ccc(OC)cc1OC (stereo unspecified),0.9,-6,/,/,-6,2,/,/,-2
CCc1ccc(NS(=O)(=O)c2cccs2)cc1,1.1,25,1.2,111,11,-1,-10,-1,-2
Cc1cc(C)c(S(=O)(=O)NCc2cn3c(C)csc3n2)cc1C,1,15,1.1,/,1,6,/,/,1
O=C(CSc1cnc2ccccc2n1)NC1CCCC1,0.8,5,/,/,-9,3,/,/,1
CCN1CCCC1CNC(=O)c1cn(C)c2ccc(S(=O)(=O)N3CCCCCC3)cc2c1=O (stereo unspecified),1.4,/,1,102,-4,2,-7,11,/
O=C(c1cnn2ccccc12)N(Cc1ccco1)C1CCCC1,1.4,-3,1.1,116,3,4,-3,1,4
N#Cc1cccc(-c2cn(S(=O)(=O)c3ccc(Cl)cc3)nc2N)c1,1,-18,1.2,87,0,8,12,-2,0
Cc1ccc(-n2ncc3c(=O)n(CC#N)cnc32)cc1,0.7,-15,1.2,111,7,-1,24,9[fluorescence artefact?],0
CCc1ccc(OCC(=O)Nc2cc(S(=O)(=O)CC)ccc2O)cc1,1.1,15,/,/,2,2,/,/,-2
COc1cc(C2C(C(=O)c3ccc(C)o3)=C(O)C(=O)N2c2cc(C)on2)cc(Br)c1O (stereo unspecified),0.9,-27,1.1,88[fluorescence artefact?],-8,-3,17,12,3
COc1ccccc1-n1cnnc1SCC(=O)Nc1cc(C(C)(C)C)nn1-c1ccccc1,1.1,5,1.2,121,6,6,6[fluorescence artefact?],4[fluorescence artefact?],1
COc1ccc(NC(=O)c2cccnc2)c(OC)c1,1,-10,0.9,119,4,-3,12,2,1
Cc1ccc(Cn2ncc3c(N4CCN(c5ccccc5C)CC4)ncnc32)cc1,1.4,55,1,121,-23,4,-5,0,-5
CCOC(=O)C(C(C)=O)=C1SC2CS(=O)(=O)CC2S1 (stereo unspecified),0.9,-30,1.1,99[fluorescence artefact?],-4,4,13[fluorescence artefact?],1,0
CCn1c(=O)cc(OCC(=O)N2CCc3ccccc32)c2ccccc21,0.9,-6,1.1,212*[fluorescence artefact?],-10,/,15[fluorescence artefact?],2[fluorescence artefact?],49
CCOC(=O)Cn1nnnc1C(CC)N(Cc1cccs1)Cc1cc2cc(C)ccc2[nH]c1=O (stereo unspecified),1.5,-12,1.2,93,-15,-11,-6,7,-4
CCOC(=O)C(C)n1cnc2c(nnn2Cc2ccc(C)cc2)c1=O (stereo unspecified),1.2,-57,1.1,104,2,0,-12,-6,5
CC12CC(c3ccccc3O1)N(C(=O)c1ccco1)C(=O)N2c1ccccc1 (stereo unspecified),1.4,-3,1.1,83,3,/,2,5,4
CCn1c(CNc2nc3ccccc3n2C(C)C)nc2ccccc21,/,-35,1.1,107,7,-6,-6,-3,0
CCN1C(=O)C(Cc2nc3ccccc3c(=O)n2C)c2ccccc21 (stereo unspecified),1.5,-11,1.1,131,3,-1,0,2,-2
Cc1cccc(C2Nc3ccccc3C(=O)N2c2ccc(F)cc2)n1 (stereo unspecified),/,/,1.1,106,/,0,-9,-7,/
CC(NC(=O)Nc1ccccc1C(F)(F)F)C1CCCO1 (stereo unspecified),0.9,1,1.4,112,-3,0,5,-3,1
Cc1oc(/N=C/c2ccc3c(c2)OCO3)c(C#N)c1C,1,11,1.3,113,-18,-8,11,1,-1
CSc1nnc(-c2ccccc2)n1C,/,/,1,112,9,-3,-3,-4,/

# An excerpt from above in order of heavy-atom count, high to low:
SMILES,PLAP activator,CD11b adhes inh,MT1-MMP txn act,ERa SRC1 pot,E coli WT exp,FAK blocker,ERb SRC1 inh,ERa coact inh,Mac1 fbg enh
COc1ccccc1C1CC(c2c(-c3ccccc3)c3cc(Cl)ccc3[nH]c2=O)=NN1S(C)(=O)=O (stereo unspecified),1.4,/,0.9,114,-14,8,-4,4,/
CCOC(=O)Cn1nnnc1C(CC)N(Cc1cccs1)Cc1cc2cc(C)ccc2[nH]c1=O (stereo unspecified),1.5,-12,1.2,93,-15,-11,-6,7,-4
COc1ccccc1-n1cnnc1SCC(=O)Nc1cc(C(C)(C)C)nn1-c1ccccc1,1.1,5,1.2,121,6,6,6[fluorescence artefact?],4[fluorescence artefact?],1
COc1cc(C2C(C(=O)c3ccc(C)o3)=C(O)C(=O)N2c2cc(C)on2)cc(Br)c1O (stereo unspecified),0.9,-27,1.1,88[fluorescence artefact?],-8,-3,17,12,3
N#Cc1c(-c2ccccc2)nc(SCc2nc(N)nc(N3CCCCC3)n2)[nH]c1=O,1.3,-22,1.1,95,-2,-2,1,0,4
COc1cccc(N=Cc2c(O)n(-c3cccc(C)n3)c(=O)c3ccccc23)c1,1.5,6,1.1,111[fluorescence artefact?],-19,-3,-8,-8,-1
CC12CC(c3ccccc3O1)N(C(=O)c1ccco1)C(=O)N2c1ccccc1 (stereo unspecified),1.4,-3,1.1,83,3,/,2,5,4
Cc1ccc(NC(=O)N2CCCC2C(=O)NCCc2ccccc2)cc1 (stereo unspecified),0.7,-14,1.1,101,0,0,-8,-7,-1
O=c1c(C=Nc2cccc(C(F)(F)F)c2)c[nH]n1-c1cccc(Cl)n1,1.2,-6,/,/,-6,5,/,/,0
N#Cc1cccc(-c2cn(S(=O)(=O)c3ccc(Cl)cc3)nc2N)c1,1,-18,1.2,87,0,8,12,-2,0
O=C(c1cnn2ccccc12)N(Cc1ccco1)C1CCCC1,1.4,-3,1.1,116,3,4,-3,1,4
Cc1ccc(NC2CC(=O)N(Cc3ccccc3)C2=O)cc1 (stereo unspecified),0.8,-3,1.3,102,14,-1,-11,-1,3
CC(NC(=O)Nc1ccccc1C(F)(F)F)C1CCCO1 (stereo unspecified),0.9,1,1.4,112,-3,0,5,-3,1
Cc1ccc(-n2ncc3c(=O)n(CC#N)cnc32)cc1,0.7,-15,1.2,111,7,-1,24,9[fluorescence artefact?],0
CCOC(=O)C(C(C)=O)=C1SC2CS(=O)(=O)CC2S1 (stereo unspecified),0.9,-30,1.1,99[fluorescence artefact?],-4,4,13[fluorescence artefact?],1,0

# Further structures follow.
SMILES,PLAP activator,CD11b adhes inh,MT1-MMP txn act,ERa SRC1 pot,E coli WT exp,FAK blocker,ERb SRC1 inh,ERa coact inh,Mac1 fbg enh
COC(=O)C1=NN(c2ccccc2)C2(S1)S/C(=C\c1ccccc1)C(=O)N2c1ccccc1 (stereo unspecified),1.4,11,/,/,-14,3,/,/,-4
c1ccc(-c2n[nH]c(-c3ccccn3)n2)nc1,2.8*,-30,1.2,122,12,-3,-5,-6,0
Cc1c(NC(=O)N(C)C)c(=O)n(-c2ccccc2)n1C,/,/,1.1,116[fluorescence artefact?],/,-1,-24,-22,/
CC1(C)NC(=O)N(CC(O)Cn2nnc3ccccc32)C1=O (stereo unspecified),0.9,-23,1,/,4,-1,/,/,-3
O=C(c1ccco1)N1CCN(C(c2ccc(F)cc2)c2nnnn2Cc2cccs2)CC1 (stereo unspecified),1.6,0,1.2,121,-5,-9,0[fluorescence artefact?],2[fluorescence artefact?],-6
O=S1(=O)NC(=NCc2ccccc2)c2ccccc21,1.1,0,1.1,113,5,-3,-9[fluorescence artefact?],-2,0
CCOC(=O)Cn1cc(C=O)c2ccccc21,0.9,1,1.2,48,5,2,-4,-2,-4
CC(C)c1ccc(NC(=O)C2CCCN(S(=O)(=O)c3cnc[nH]3)C2)cc1 (stereo unspecified),1.4,-18,1.1,104,-7,-2,-3,-2,1
Cc1ccc(S(=O)(=O)N/N=C/c2c(C)nn(-c3ccccc3)c2C)cc1,1.2,-12,/,/,-4,-2,/,/,2
CC1CCCCN1C(=O)CSc1nnc(-c2c[nH]c3ccccc23)o1 (stereo unspecified),1.1,3,1.2,113,-1,/,-13,17,1
COC(=O)c1[nH]c2cccc(Cl)c2c1NC(=O)CN(C)C1CCCCC1,1.5,-3,1,108,11,1,-10,-9,0
CCn1cc(C2=NCC(C)O2)c2ccccc21 (stereo unspecified),0.8,-27,1.2,116,6,-2,-7,-4,1
CCOC(=O)CN(C(=O)CNC(=O)c1cccs1)C(C(=O)NC1CCCC1)c1cccnc1 (stereo unspecified),0.9,-5,/,/,-18,-2,/,/,-2
O=C(Nc1ccn(Cc2ccc(Cl)cc2)n1)c1ccc2c(c1)OCO2,0.8,22,1.1,103,7,-1,-3,-1,-6
O=S(=O)(c1ccc2ccccc2c1)N(CC(O)COCc1ccco1)c1ccccc1 (stereo unspecified),1.1,23,1.2,109,-2,2,6,18,-1
COC(=O)/C=C1\S/C(=N/NC(=O)c2ccccc2)NC1=O,2.5*,-2,/,/,-14,0,/,/,-3
COC(=O)c1cc2c(=O)n3ccccc3nc2n(C(C)C)c1=N,/,/,1.1,94,/,-4,-3,-4,/
CCC(C)NS(=O)(=O)c1ccc(NS(C)(=O)=O)cc1 (stereo unspecified),1,-1,1.2,111,4,-8,-2,3,-1
Cc1ccc(C2C(C(=O)O)c3ccccc3C(=O)N2C)o1 (stereo unspecified),1.2,4,1.2,111,-2,-1,1[fluorescence artefact?],2[fluorescence artefact?],0
Cc1ccc(-c2nc3cc(C)ccc3o2)cc1,0.8,87,/,177[fluorescence artefact?],-2,1,10[fluorescence artefact?],10,-7
Cc1ccc(C(=O)COC(=O)c2cc(Cl)nc3ccccc23)cc1C,1,-2,/,/,-8,1,/,/,-3
CC(NC(=O)Cn1nnc(-c2ccncc2)n1)c1ccccc1 (stereo unspecified),/,/,1.3,112,/,2,-8,-13,/
O=C(COC(=O)c1cc[n+]([O-])cc1)NCC12CC3CC(CC(C3)C1)C2,0.9,-2,/,156,2,-1,-6,-2,-3
